Screening data: PubChem BioAssay, several laboratories
HT29 cell growth-1: HT29 colon tumor cell growth inhibition, primary screen, imaging, high content imaging, 24 h, CellTiter-Glo (AID 770); growth inhibition, % at 10 µM; HT29 cell number by imaging, 24 h; active compounds read high; 3,300 tested, under 10 active;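 active = growth inhibition above 90% in viable cell count at a single dose; inactive = growth inhibition below 90%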
HT29 cell growth-2: HT29 colon tumor cell growth inhibition, primary screen, imaging, high content imaging, 48 h, CellTiter-Glo (AID 771). hit rate 2% among 3,300. HT29 cell growth, HCS imaging cell count, 48 h; active compounds read high. growth inhibition, % at 10 µM;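 active = growth inhibition above 90%, meaning viable cell count by imaging cut by more than 90% versus vehicle controls; inactive = growth inhibition below 90%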;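 note: percent fewer viable cells counted by imaging than vehicle controls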
AID364: cytotoxicity toward Jurkat T cells, primary screen, cell-based, Jurkat E6.1, NIH starter set (AID 364); inhibition, % at 4 µM; hits with a dose series show CC50 in µM; hit rate 2% among 3,300; Jurkat E6.1 viability, ATP luminescence, 48 h; higher % means a stronger effect;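 active = concentration giving half-maximal inhibition at or below 20 micromolar; inactive = half-maximal concentration above 20 micromolar, or not dose tested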;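 note: 100% = cells treated with 4 µM doxorubicin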
A549 proliferation: A549 NSCLC cell proliferation inhibitors – ATP luminescence, human non-small cell lung line, primary screen (AID 371). A549 growth inhibition, ATP luminescence; active compounds read high. growth inhibition, % at 10 µM. hit rate 8.4% among 3,300;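 active = mean growth inhibition over the two runs of 50% or more; inactive = mean growth inhibition under 50%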;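 note: compound exposure lasted 72 h before the ATP read; 0% = untreated cell signal and 100% = no luminescence left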
AID772: HT29 colon tumor cell growth inhibition, primary screen, imaging, high content imaging, 72 h, CellTiter-Glo (AID 772) | HT29 cell growth, HCS imaging cell count, 72 h; active compounds read high | growth inhibition, % at 10 µM | hit rate 0.6% among 3,300;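 active = growth inhibition above 90%, meaning viable cell count cut by more than 90% versus vehicle controls; inactive = growth inhibition below 90%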
HT29 cell growth-1 condensed nuclei: recorded beside HT29 cell growth-1, whose call it bears; condensed nuclei, %; measured here: percent cells with condensed nuclei;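 share of cells whose nuclear area falls below control median minus 1.5 SD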
HT29 cell growth-1 ATP viability: second read-out of HT29 cell growth-1, no call of its own (marks repeat the call); growth inhibition, %; measured here: ATP CellTiter-Glo viability
HT29 cell growth-2 condensed nuclei: second read-out of HT29 cell growth-2, no call of its own (marks repeat the call); condensed nuclei, %; measured here: percent cells with condensed nuclei;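 condensed means Hoechst nuclear area under control median minus 1.5 SD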
HT29 cell growth-2 ATP viability: also measured in HT29 cell growth-2; calls as there; growth inhibition, %; measured here: ATP CellTiter-Glo viability inhibition
AID772 condensed nuclei: recorded beside AID772, whose call it bears; condensed nuclei, %; measured here: percent cells with condensed nuclei;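 condensed means nuclear area below control median minus 1.5 SD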
AID772 second: further read-out of AID772, marked with its call; growth inhibition, %; measured here: ATP CellTiter-Glo viability
The depositor's hits bear a star.

For O=C(O)C1CC(=O)n2c(nc3ccccc32)S1 (configuration not stated) the results were HT29 cell growth-1 -12.9, HT29 cell growth-2 -15.9, AID364 4.2%, A549 proliferation -3.8, AID772 19.5, HT29 cell growth-1 condensed nuclei 3.7, HT29 cell growth-1 ATP viability -10.6, HT29 cell growth-2 condensed nuclei 2.3, HT29 cell growth-2 ATP viability -24.5, AID772 condensed nuclei 2.4 and AID772 second 11.8.
CCOC(=O)c1c(NC(=O)CN2CCOCC2)sc2c1CC(C)(C)OC2 was read as HT29 cell growth-1 -6.1, HT29 cell growth-2 53.1, AID364 6.3%, A549 proliferation 12.8, AID772 36.7, HT29 cell growth-1 condensed nuclei 1.9, HT29 cell growth-1 ATP viability 2.7, HT29 cell growth-2 condensed nuclei 1.1, HT29 cell growth-2 ATP viability 13.6, AID772 condensed nuclei 3.5 and AID772 second 14.9.
COc1ccc(Cn2ccnc2)cc1Br was read as HT29 cell growth-1 -11.2, HT29 cell growth-2 -19.6, AID364 -4.6%, A549 proliferation 7.9, AID772 6.3, HT29 cell growth-1 condensed nuclei 2.3, HT29 cell growth-1 ATP viability -1.0, HT29 cell growth-2 condensed nuclei 2.9, HT29 cell growth-2 ATP viability 2.1, AID772 condensed nuclei 14.1 and AID772 second -5.7.
Screening CCOC(=O)c1[nH]c2cc3c(cc2c1NC(=O)CN1CCCCC1C)OCO3 (configuration not stated) returned HT29 cell growth-1 -5.3, HT29 cell growth-2 28.2, AID364 1.1%, A549 proliferation 21.9, AID772 1.1, HT29 cell growth-1 condensed nuclei 2.4, HT29 cell growth-1 ATP viability 0.8, HT29 cell growth-2 condensed nuclei 2.4, HT29 cell growth-2 ATP viability -10.8, AID772 condensed nuclei 5.6 and AID772 second -19.5.
For N#CC1=C2SCC(O)(c3ccccc3)N2C(=O)CC1c1ccccc1 (configuration not stated) the results were HT29 cell growth-1 90.7*, HT29 cell growth-2 70.6, AID364 0.806µM*, A549 proliferation 61.5*, AID772 69.6, HT29 cell growth-1 condensed nuclei 46.0*, HT29 cell growth-1 ATP viability 28.5*, HT29 cell growth-2 condensed nuclei 59.4, HT29 cell growth-2 ATP viability 76.1, AID772 condensed nuclei 13.6 and AID772 second 93.5.
Screening CCC(C(=O)Nc1ncn[nH]1)(C(F)(F)F)C(F)(F)F returned HT29 cell growth-1 28.9, HT29 cell growth-2 10.6, AID364 6.9%, A549 proliferation 2.0, AID772 24.8, HT29 cell growth-1 condensed nuclei 5.4, HT29 cell growth-1 ATP viability -6.7, HT29 cell growth-2 condensed nuclei 2.9, HT29 cell growth-2 ATP viability 9.3, AID772 condensed nuclei 3.5 and AID772 second -40.6.
`O=C(NCCN1CCOCC1)c1ccc(=O)oc1` gave HT29 cell growth-1 23.4, HT29 cell growth-2 -10.8, AID364 -9.7%, A549 proliferation -6.5, AID772 29.5, HT29 cell growth-1 condensed nuclei 14.6, HT29 cell growth-1 ATP viability -3.1, HT29 cell growth-2 condensed nuclei 5.7, HT29 cell growth-2 ATP viability -25.8, AID772 condensed nuclei 2.0 and AID772 second 11.0.
Screening COc1ccccc1C1/C(=C(/O)c2ccc(OC(C)C)cc2)C(=O)C(=O)N1c1cc(C)on1 (configuration not stated) returned HT29 cell growth-1 11.0, HT29 cell growth-2 -20.2, AID364 -4.9%, A549 proliferation 4.6, AID772 -42.0, HT29 cell growth-1 condensed nuclei 4.3, HT29 cell growth-1 ATP viability 1.3, HT29 cell growth-2 condensed nuclei 1.3, HT29 cell growth-2 ATP viability -16.8, AID772 condensed nuclei 5.5 and AID772 second -68.9.
Screening CC(C)(C)NCC(=O)c1c[nH]c2ccccc12 returned HT29 cell growth-1 -19.7, HT29 cell growth-2 13.9, AID364 -5.6%, A549 proliferation -2.9, AID772 18.4, HT29 cell growth-1 condensed nuclei 2.2, HT29 cell growth-1 ATP viability 4.6, HT29 cell growth-2 condensed nuclei 1.7, HT29 cell growth-2 ATP viability -2.5, AID772 condensed nuclei 3.8 and AID772 second 4.1.
For NC(=O)CSc1nc(N)c2c3c(sc2n1)CCCCC3 the results were HT29 cell growth-1 16.9, HT29 cell growth-2 3.5, AID364 0.6%, A549 proliferation 21.4, AID772 68.0, HT29 cell growth-1 condensed nuclei 4.1, HT29 cell growth-1 ATP viability 7.2, HT29 cell growth-2 condensed nuclei 1.1, HT29 cell growth-2 ATP viability 12.6, AID772 condensed nuclei 25.0 and AID772 second 43.5.
`N#CC1=C(N)N(c2ccccc2)C(c2ccccc2)C1(C#N)C#N` (configuration not stated) gave HT29 cell growth-1 37.7, HT29 cell growth-2 57.5, AID364 8.9%, A549 proliferation 21.4, AID772 50.9, HT29 cell growth-1 condensed nuclei 3.8, HT29 cell growth-1 ATP viability 9.8, HT29 cell growth-2 condensed nuclei 3.5, HT29 cell growth-2 ATP viability 18.6, AID772 condensed nuclei 15.7 and AID772 second 31.4.
COc1ccc(C(=O)Cn2c(Br)nc3c2c(=O)n(C)c(=O)n3C)cc1OC was read as HT29 cell growth-1 -28.1, HT29 cell growth-2 28.6, AID364 0.5%, A549 proliferation 2.0, AID772 32.2, HT29 cell growth-1 condensed nuclei 2.3, HT29 cell growth-1 ATP viability -2.5, HT29 cell growth-2 condensed nuclei 0.6, HT29 cell growth-2 ATP viability 0.4, AID772 condensed nuclei 11.6 and AID772 second 9.9.
Screening COc1cc(C2CC(C(F)(F)F)n3ncc(C(=O)O)c3N2)cc(OC)c1OC (configuration not stated) returned HT29 cell growth-1 -0.3, HT29 cell growth-2 -18.8, AID364 2.0%, A549 proliferation 2.6, AID772 -25.4, HT29 cell growth-1 condensed nuclei 3.6, HT29 cell growth-1 ATP viability -15.6, HT29 cell growth-2 condensed nuclei 2.8, HT29 cell growth-2 ATP viability -10.0, AID772 condensed nuclei 4.6 and AID772 second -32.8.
CN(C)CCCN1C(=O)C(O)=C(C(=O)c2cc3ccccc3o2)C1c1ccccc1 (configuration not stated) was read as HT29 cell growth-1 -0.3, HT29 cell growth-2 -21.3, AID364 0.0%, A549 proliferation -0.3, AID772 -126.4, HT29 cell growth-1 condensed nuclei 4.8, HT29 cell growth-1 ATP viability -3.3, HT29 cell growth-2 condensed nuclei 3.3, HT29 cell growth-2 ATP viability -17.1, AID772 condensed nuclei 3.9 and AID772 second -62.1.
`COC(=O)C1=C(C)NC(C)=C(C(=O)OC)C1c1ccccc1[N+](=O)[O-]` gave HT29 cell growth-1 28.8, HT29 cell growth-2 -41.4, AID364 -6.1%, A549 proliferation 47.5, AID772 5.3, HT29 cell growth-1 condensed nuclei 4.1, HT29 cell growth-1 ATP viability -5.6, HT29 cell growth-2 condensed nuclei 3.0, AID772 condensed nuclei 3.3 and AID772 second 1.2.

Filtered by structure, the compounds so far containing a COOH group
For O=C(O)C1CC(=O)n2c(nc3ccccc32)S1 (configuration not stated) the results were HT29 cell growth-1 -12.9, HT29 cell growth-2 -15.9, AID364 4.2%, A549 proliferation -3.8, AID772 19.5, HT29 cell growth-1 condensed nuclei 3.7, HT29 cell growth-1 ATP viability -10.6, HT29 cell growth-2 condensed nuclei 2.3, HT29 cell growth-2 ATP viability -24.5, AID772 condensed nuclei 2.4 and AID772 second 11.8.
Screening COc1cc(C2CC(C(F)(F)F)n3ncc(C(=O)O)c3N2)cc(OC)c1OC (configuration not stated) returned HT29 cell growth-1 -0.3, HT29 cell growth-2 -18.8, AID364 2.0%, A549 proliferation 2.6, AID772 -25.4, HT29 cell growth-1 condensed nuclei 3.6, HT29 cell growth-1 ATP viability -15.6, HT29 cell growth-2 condensed nuclei 2.8, HT29 cell growth-2 ATP viability -10.0, AID772 condensed nuclei 4.6 and AID772 second -32.8.

Later entries
For CCCCNC(=O)c1cc2n(n1)C(C(F)(F)F)CC(c1ccccc1)N2 (configuration not stated) the results were HT29 cell growth-1 -31.9, HT29 cell growth-2 1.9, AID364 -15.1%, A549 proliferation 7.9, AID772 23.1, HT29 cell growth-1 condensed nuclei 3.5, HT29 cell growth-1 ATP viability -16.4, HT29 cell growth-2 condensed nuclei 1.2, HT29 cell growth-2 ATP viability 2.9, AID772 condensed nuclei 2.6 and AID772 second 11.8.
COc1ccc(Cl)cc1C(=O)NCCc1ccc(S(=O)(=O)NC(=O)NC2CCCCC2)cc1 was read as HT29 cell growth-1 -7.0, HT29 cell growth-2 4.5, AID364 9.0%, A549 proliferation 13.8, AID772 -32.8, HT29 cell growth-1 condensed nuclei 3.8, HT29 cell growth-1 ATP viability -34.2, HT29 cell growth-2 condensed nuclei 2.6, AID772 condensed nuclei 0.9 and AID772 second -39.3.
`COC(=O)C1=C(C)N=C2SC(C)C(=O)N2C1/C=C/c1ccccc1OC` (configuration not stated) gave HT29 cell growth-1 5.3, HT29 cell growth-2 16.2, AID364 0.6%, A549 proliferation 4.8, AID772 -57.1, HT29 cell growth-1 condensed nuclei 2.1, HT29 cell growth-1 ATP viability -11.6, HT29 cell growth-2 condensed nuclei 1.5, HT29 cell growth-2 ATP viability -15.8, AID772 condensed nuclei 1.8 and AID772 second -59.2.
`CC(=O)OCC(=O)[C@H]1CC[C@H]2[C@@H]3CC=C4C[C@@H](O)CC[C@]4(C)[C@H]3CC[C@]12C` gave HT29 cell growth-1 -1.1, HT29 cell growth-2 -29.9, AID364 -2.6%, A549 proliferation 29.6, AID772 -13.4, HT29 cell growth-1 condensed nuclei 2.5, HT29 cell growth-1 ATP viability -4.5, HT29 cell growth-2 condensed nuclei 1.9, AID772 condensed nuclei 7.9 and AID772 second 8.4.
`Cc1nc2ccccc2cc1O` gave HT29 cell growth-1 -4.9, HT29 cell growth-2 -19.8, AID364 5.7%, A549 proliferation -0.3, AID772 -64.3, HT29 cell growth-1 condensed nuclei 2.4, HT29 cell growth-1 ATP viability -0.9, HT29 cell growth-2 condensed nuclei 1.8, HT29 cell growth-2 ATP viability -18.7, AID772 condensed nuclei 5.2 and AID772 second -39.8.
Screening CC1(C)C2CCC1(C)C(OC(=O)CC(=O)O)C2 (configuration not stated) returned HT29 cell growth-1 -36.5, HT29 cell growth-2 -10.6, AID364 -6.5%, A549 proliferation -2.0, AID772 -41.7, HT29 cell growth-1 condensed nuclei 1.9, HT29 cell growth-1 ATP viability -5.0, HT29 cell growth-2 condensed nuclei 1.0, HT29 cell growth-2 ATP viability -1.7, AID772 condensed nuclei 2.8 and AID772 second -51.2.
`COc1ccc(OC)c(C2/C(=C(\O)c3ccc4c(c3)OCCO4)C(=O)C(=O)N2CCCN(C)C)c1` (configuration not stated) gave HT29 cell growth-1 21.7, HT29 cell growth-2 -17.9, AID364 -0.6%, A549 proliferation 7.3, AID772 -102.0, HT29 cell growth-1 condensed nuclei 5.3, HT29 cell growth-1 ATP viability 4.2, HT29 cell growth-2 condensed nuclei 6.5, HT29 cell growth-2 ATP viability -25.8, AID772 condensed nuclei 6.6 and AID772 second -61.8.
`Cc1ccccc1OCc1nc2ccccc2c(=O)n1NC(=O)c1ccco1` gave HT29 cell growth-1 -0.3, HT29 cell growth-2 -13.8, AID364 1.7%, A549 proliferation 6.2, AID772 24.9, HT29 cell growth-1 condensed nuclei 4.8, HT29 cell growth-1 ATP viability -22.4, HT29 cell growth-2 condensed nuclei 1.5, HT29 cell growth-2 ATP viability -36.0, AID772 condensed nuclei 5.7 and AID772 second -19.6.
`CN(C=C1C(=O)CC(C)(C)CC1=O)CCN1CCNCC1` gave HT29 cell growth-1 -1.1, HT29 cell growth-2 39.5, AID364 -7.7%, A549 proliferation 3.0, AID772 22.2, HT29 cell growth-1 condensed nuclei 2.1, HT29 cell growth-1 ATP viability -10.7, HT29 cell growth-2 condensed nuclei 1.8, HT29 cell growth-2 ATP viability 5.2, AID772 condensed nuclei 0.9 and AID772 second -30.3.

A portion of the library; count on the stated rates, not on these rows.
